Compound activity from PubChem BioAssay.
MEP2-GFP yeast: alters MEP2-GFP fluorescence in TOR pathway yeast screen | S. cerevisiae MEP2-GFP strain, flow cytometry GFP, 3 h; 100% = DMSO control level | GFP response vs DMSO, % at 10 µM | 330,000 compounds, 0.51% hits;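 active = GFP response versus DMSO above a set limit, roughly screen mean plus 3 SD, cut at about 180% in these data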;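 note: median GFP fluorescence of the barcode-gated MEP2-GFP cells per well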
procasp3 activ: activates human procaspase-3 | P42574 | 330,000 compounds, 0.11% hits | activation, % at 8.5 µM | recombinant procaspase-3 D3A, Ac-DEVD-pNA absorbance 405 nm;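 active = activation above the mean of all tested compounds plus 3 SD, cut at about 21% in these data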;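 note: 0% = DMSO alone and 100% = DMSO wells spiked with extra 5 µM PC-3 D3A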
Target sequence (P42574 whole entry D9A/D28A/D175A): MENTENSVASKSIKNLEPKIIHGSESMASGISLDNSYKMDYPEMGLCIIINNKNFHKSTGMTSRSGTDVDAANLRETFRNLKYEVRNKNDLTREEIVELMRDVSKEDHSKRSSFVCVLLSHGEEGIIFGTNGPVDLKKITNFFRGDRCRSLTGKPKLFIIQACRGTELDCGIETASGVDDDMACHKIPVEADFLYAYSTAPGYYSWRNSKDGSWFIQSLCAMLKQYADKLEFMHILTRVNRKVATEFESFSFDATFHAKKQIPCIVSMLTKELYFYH
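Test system: Procaspase-3 D3A mutant; medium: Zinc-free HEPES/NaCl buffer with 0.01% Triton X-100 at pH 7.4; reagent: DEVD-pNA substrate; doses: one concentration, 8.5 µM nominal, 0.8% DMSO; times: 1 h preincubation plus 2 h reaction at 25 °C; signal: Epi-absorbance at 405 nm of released p-nitroaniline, 0 and 120 min; replicates: singlicate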
LAP4 TOR yeast: modulators of TOR pathway LAP4-GFP in S. cerevisiae. S. cerevisiae LAP4-GFP multiplex, flow cytometry GFP, 3 h; median GFP as percent of DMSO wells. GFP response vs DMSO, % at 10 µM. 320,000 compounds, 0.34% hits;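 active = GFP response vs DMSO above a set limit, about the screen mean plus 3 SD, cut at about 150% in these data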
procasp7 counter: counter-screen for procaspase-3 activators: activators of human procaspase-7; P55210; recombinant procaspase-7, Ac-DEVD-pNA absorbance 405 nm; D23A/D198A/D206A triple mutant, cannot self-cleave; scale: DMSO 0, 5 µM enzyme 100; activation, % at 8.5 µM; 330,000 compounds, 0.093% hits; AID 463210;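 active = percent activation above the screen-wide mean plus 3 SD, cut at about 25% in these data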
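Replicates: singlicate. Assay system: Procaspase-7 triple mutant (PC-7 D3A). Signal: 405 nm absorbance of p-nitroaniline. Times: 1 h preincubation, 2 h reaction. Buffer or medium: Zinc-free HEPES pH 7.4 with 300 mM NaCl, 0.01% Triton X-100. Also added: DEVD-pNA substrate. Benchmarks: DMSO wells as 0%, DMSO with 5 µM added PC-7 as 100%.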
ZTA counter: blocks Epstein-Barr virus ZTA, an EBNA-1 counter-screen | P03206 | ZTA-DNA binding, fluorescence polarization | inhibition, % at 11 µM | 320,000 compounds, 0.15% hits; in the data active = inhibition above about 33%
EBNA-1 inhibitor: blocks EBNA-1 binding to DNA | 300,000 compounds, 0.34% hits | EBNA-1 DNA binding, fluorescence polarization | inhibition, % at 14.8 µM | AID 1950; in the data active = inhibition above about 28%
AHR act: activates the human aryl hydrocarbon receptor; 320,000 compounds, 2.5% hits; AHR-responsive luciferase reporter cells, luminescence; P35869; activation, % at 5 µM; AID 2796; in the data active = activation above about 47%;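 note: 0% = vehicle wells and 100% = reference agonist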
Target sequence (P35869 whole entry, looked up): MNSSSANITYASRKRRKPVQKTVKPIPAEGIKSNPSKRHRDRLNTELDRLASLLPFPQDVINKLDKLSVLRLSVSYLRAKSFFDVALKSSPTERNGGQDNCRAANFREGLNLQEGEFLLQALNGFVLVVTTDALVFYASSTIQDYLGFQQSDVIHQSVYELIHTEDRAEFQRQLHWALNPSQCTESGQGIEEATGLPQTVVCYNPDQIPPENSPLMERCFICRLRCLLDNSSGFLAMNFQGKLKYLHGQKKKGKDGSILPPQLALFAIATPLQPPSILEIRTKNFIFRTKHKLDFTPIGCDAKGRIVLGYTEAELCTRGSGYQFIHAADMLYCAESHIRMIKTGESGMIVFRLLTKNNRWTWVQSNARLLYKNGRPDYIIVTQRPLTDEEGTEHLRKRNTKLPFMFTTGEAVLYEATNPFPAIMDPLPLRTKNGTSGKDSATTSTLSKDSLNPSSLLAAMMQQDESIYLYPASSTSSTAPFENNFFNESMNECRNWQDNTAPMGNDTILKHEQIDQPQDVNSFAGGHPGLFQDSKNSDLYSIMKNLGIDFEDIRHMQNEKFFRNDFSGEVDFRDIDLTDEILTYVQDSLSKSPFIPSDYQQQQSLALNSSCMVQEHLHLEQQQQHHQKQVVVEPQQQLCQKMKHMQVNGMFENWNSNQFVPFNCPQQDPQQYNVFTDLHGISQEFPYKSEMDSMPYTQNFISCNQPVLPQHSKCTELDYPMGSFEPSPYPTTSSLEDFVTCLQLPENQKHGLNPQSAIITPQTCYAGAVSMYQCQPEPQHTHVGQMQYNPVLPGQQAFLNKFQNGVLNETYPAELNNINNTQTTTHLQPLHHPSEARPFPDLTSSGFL
RPL19A-GFP yeast: alters RPL19A-GFP fluorescence in TOR pathway yeast screen | percent response vs DMSO, % at 10 µM | S. cerevisiae RPL19A-GFP strain, flow cytometry, 3 h; hits give low values | 330,000 compounds, 0.3% hits;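 active = percent response vs DMSO below 50%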;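 note: median channel GFP fluorescence of the barcoded RPL19A-GFP strain; ratio of sample median GFP to plate DMSO average so 100% = DMSO; lower means less RPL19A-GFP as with rapamycin TOR inhibition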
* = called active by the depositor; x = no result given.

SMILES	MEP2-GFP yeast	procasp3 activ	LAP4 TOR yeast	procasp7 counter	ZTA counter	EBNA-1 inhibitor	AHR act	RPL19A-GFP yeast
CCCCc1nc2ccccc2c(NC(=O)CN(CC)CC)c1CCC	102.3	7.8	99.0	-2.9	-12.2	-8.8	1.9	99.7
CCn1nc2cc(C(=O)NCc3cc(C(F)(F)F)cc(C(F)(F)F)c3)ccc2c1OC	97.9	1.8	124.6	1.2	-4.6	-0.5	-8.6	95.1
COc1ccc(/C=C/C(=O)Nc2cc(C)on2)cc1	88.9	8.7	81.0	3.9	-16.1	-2.6	22.5	108.9
O=C(Nc1ccc(OCc2ccccc2Cl)cc1)c1cccnc1	93.2	-0.4	105.8	-0.1	-14.7	-18.1	-5.1	100.6
Cc1ccc(N2CC(C(=O)N3CCOCC3)CC2=O)cc1C (stereo unspecified)	96.4	4.3	89.0	-1.5	3.9	-7.8	-0.9	96.8
CCOC(=O)c1c(C)[nH]c(C(=O)OCC(=O)NC2(C#N)CCCCC2)c1C	99.1	11.1	100.8	4.9	2.4	3.9	4.5	102.5
CC(C)c1ccc(S(=O)(=O)c2nnn3c2nc(NCC2CCCO2)c2ccccc23)cc1 (stereo unspecified)	102.7	2.0	86.8	0.6	-0.9	4.9	0.2	95.3
O=C(Nc1cc(S(=O)(=O)N2CCOCC2)ccc1O)c1ccc(S(=O)(=O)N2CCCCC2)cc1	96.9	6.8	101.2	11.5	x	x	-0.4	95.8
Cc1cc(-c2nnc3sc(C4CCCCC4)nn23)n[nH]1	98.9	6.6	105.8	3.4	0.2	2.2	4.2	98.1
O=C(NCc1ccccn1)c1ccc(Cl)c(S(=O)(=O)N2CCCCCC2)c1	94.8	-2.6	91.5	6.3	5.0	-6.8	10.2	94.8
COc1ccc2cc(S(=O)(=O)NCc3cccnc3)ccc2c1	109.3	1.4	103.1	9.0	-22.4	-8.9	-1.1	102.9
O=C(COc1cc(Cl)c(Cl)cc1Cl)Nc1ccc([N+](=O)[O-])cc1Cl	106.3	-4.2	97.8	2.4	5.2	6.3	5.5	105.6
O=C(Nc1ccc(F)cc1)C(=O)c1cn(CC(=O)N2CCOCC2)c2ccccc12	105.0	2.9	96.1	-3.7	3.5	-4.2	0.7	96.2
COCCN1Cc2cccc(C(=O)NCC3CCN(CC(C)C)C3)c2C1=O (stereo unspecified)	99.9	10.4	90.5	9.9	4.9	0.8	-1.3	102.5
O=C(O)CCCC(=O)Nc1ccc(Oc2ncnc3cc(Cl)ccc23)nc1	96.8	-3.5	107.2	-1.7	-0.7	3.3	-1.0	96.1
CN1CCN(C(=S)c2ccc(Br)cc2)CC1	106.5	-12.3	89.4	-10.1	6.5	-3.9	3.8	104.5
CCCCOc1ccc(/C=C/C(=O)NC2=Nc3ccccc3NC(C)=C2C(=O)OCC)cc1OC	101.9	-5.4	96.8	1.8	-10.8	-3.5	6.7	100.8
N#Cc1ccccc1OCC(=O)OCC(=O)N1CCN(C(=O)c2ccco2)CC1	106.9	-6.4	100.6	3.2	6.3	-1.5	0.3	96.8
N/C(=N\OC(=O)CCCCCN1C(=O)c2ccccc2C1=O)c1ccccn1	101.0	8.4	93.7	3.8	-13.7	-3.5	-1.1	99.5
CN(CC(CC(=O)Nc1nncs1)c1ccccc1)S(=O)(=O)c1ccc(Br)cc1 (stereo unspecified)	103.1	7.8	107.8	2.7	19.1	-1.5	0.8	100.5
Cc1ccc(/C=C2\SC(N3CCCC3)=NC2=O)cc1	96.5	-3.5	108.3	17.9	-0.1	5.8	4.8	99.6
CN1CCN(CC(=O)N2c3ccccc3C(C)(c3ccc(Cl)cc3)CC2(C)C)CC1 (stereo unspecified)	101.8	3.5	101.2	-5.0	12.7	3.3	-1.3	101.5
Cn1c(=O)c(C#N)c(-c2ccccc2)n2cnnc12	93.8	3.3	85.0	12.2	-1.6	4.7	1.9	91.4
Cc1ccsc1C(=O)Nc1ccc(O)c(-c2nc3ccccc3s2)c1	105.5	10.0	111.3	8.7	-7.6	4.4	46.1	95.8
Cc1cccc(C(C)C)c1NC(=O)c1c(-c2ccccc2)noc1C	101.3	6.7	104.8	-6.1	-13.0	-12.9	-1.4	100.6
C/C(=N\O)c1ccc(N2C(=O)C3CC=C(Cl)CC3C2=O)cc1 (stereo unspecified)	103.8	2.7	98.0	-4.8	-13.3	-15.9	-3.1	91.8
COc1ccc(NC(=O)CN2CCN(C(=O)C3CCCO3)CC2)c(OC)c1 (stereo unspecified)	99.9	-0.9	101.7	10.4	-12.0	-1.5	-0.7	100.5
CCOC(=O)c1nccnc1C(=O)Nc1ccc(C(F)(F)F)cc1	99.2	8.1	93.7	4.7	8.1	2.1	-2.0	100.3
CC(=O)c1ccc(OCc2cc([N+](=O)[O-])cc3c2OCOC3)cc1	99.8	1.6	105.6	8.0	-11.1	-5.9	4.6	96.2
C=CCNC(=S)NCc1cccnc1	98.2	2.3	89.2	-0.9	-0.4	7.0	0.7	102.0
COC(=O)c1ccc(/C=N/NC(=O)C(=O)NCc2ccccc2)cc1	111.0	0.3	106.8	0.9	-5.9	-1.4	-2.0	104.2
CCN(CC)CCSc1nc2ccccc2c(=S)n1-c1ccccc1	89.3	-3.0	82.5	-1.8	5.4	-7.2	-2.8	84.3
COc1ccc(C2C=C(c3cccs3)Nc3nc(CCCO)nn32)cc1 (stereo unspecified)	96.2	-10.7	101.9	-7.5	1.8	-6.2	-2.5	98.7
COc1ccc(COc2cc(-c3cccc(OC)c3)nc3ccc(NC(=O)c4ccc(OC)cc4)cc23)cc1	90.0	-8.4	126.6	-10.1	22.9	26.8	12.7	102.2
N#Cc1ccc(OCCN2C(=O)NC3(CCSC3)C2=O)cc1 (stereo unspecified)	105.7	0.7	105.2	-11.5	1.2	2.2	-2.1	98.2
CCCCn1c(=N)n(CCOc2ccc(C)cc2)c2ccccc21	104.9	-2.6	102.6	2.6	0.9	-7.6	14.2	105.0
CCN(Cc1ccccc1)C(=O)c1nn(-c2ccc(OC)cc2)c(=O)c2c1c1ccccc1n2C	99.1	3.0	105.8	-5.2	1.4	2.2	11.8	100.3
NS(=O)(=O)c1cccc(NC(=O)CSc2nnc(-c3ccccc3F)n2C2CC2)c1	107.5	2.6	109.8	2.7	1.9	3.2	-2.2	98.7
Cc1nc2ccc(NC(=O)C(F)(F)F)cc2o1	100.0	0.5	106.2	0.0	2.8	-4.1	0.0	104.2
Cc1ccc(-n2nc3c(c2NC(=O)c2cccs2)CS(=O)(=O)C3)cc1C	94.7	-9.8	119.3	-1.0	-14.2	-8.1	16.1	93.2
O=C(NCc1ccncc1)C1CCN(S(=O)(=O)Cc2ccccc2)CC1	96.7	-3.6	78.5	3.2	-22.6	-4.2	1.8	113.4
CC1(C)c2ccccc2N2CCC(=O)NC21/C=C/c1ccco1 (stereo unspecified)	136.8	4.2	108.9	-8.7	-7.6	-3.8	-0.8	93.3
Cc1cc(NCC2CCCO2)n2c(nc3ccccc32)c1C#N (stereo unspecified)	143.7	-5.8	100.2	3.0	-10.8	3.6	13.3	94.2
COc1ccc(C2=NN(C(C)=O)CC2c2cccc([N+](=O)[O-])c2)cc1 (stereo unspecified)	95.3	5.9	86.8	-1.4	8.0	1.7	3.3	95.6
COC(=O)C1=CO[C@@H](O)C2C(CO)=CCC12 (stereo partly specified)	101.5	-3.4	101.7	3.0	3.2	x	0.0	98.0
Cc1onc(-c2ccccc2)c1C(=O)NCCc1ccncc1	96.9	-6.9	73.4	1.8	0.7	7.8	7.4	103.6
CC1(C)Cc2cccc(C(=O)Nc3ccc(Cl)cc3)c2O1	99.7	-3.6	100.7	5.6	1.7	-1.5	-4.5	100.7
Cc1ccc(C2=CSC3=NCCN23)c(C)c1	109.3	-1.3	113.2	-4.2	3.2	6.6	0.2	107.5
CCN(CC)CC(=O)N(CC(=O)Nc1c(C)cc(C)cc1C)C1CCCCC1	92.7	1.1	90.1	4.4	-5.2	-6.5	0.8	95.5
CC(=O)c1sc(NC(=O)CS(=O)(=O)c2ccccc2)nc1C	106.8	-4.0	96.0	10.8	-13.5	-3.3	3.4	103.5
CC(Sc1nnc(-c2cccnc2)n1-c1ccccc1F)C(=O)N1CCCc2ccccc21 (stereo unspecified)	100.8	0.6	91.5	-0.6	18.0	1.1	-2.1	97.1
Cc1cccc(/C=N/NC(=O)c2cc(Br)ccc2OCc2ccccc2)n1	95.3	-15.1	96.1	4.5	-7.6	-3.4	36.2	102.5
O=C(O)CNC(=O)/C=C/c1ccc(Cl)cc1Cl	94.6	-5.5	104.8	8.4	-10.1	-1.0	-0.6	96.3
O=C(COC(=O)Cc1ccc(Br)cc1)Nc1ccc(N2CCOCC2)cc1	96.8	10.3	95.5	-5.9	-21.9	x	2.0	96.4
C=CCNC(=S)Nc1ccc(Br)cc1F	100.2	7.8	101.9	-0.2	-4.6	-0.6	5.3	102.1
c1ccc(-n2ncc3c(N4CCCCC4)ncnc32)cc1	97.1	1.7	124.9	-5.5	-13.1	5.6	-5.6	99.2
CN(CC(=O)Nc1c(Cl)cccc1Cl)C(=O)Cn1[nH]c(=O)c2ccccc2c1=O	103.4	0.6	99.7	-1.8	6.2	x	2.7	99.0
Oc1ccccc1Cn1c(-c2ccccc2O)nc2ccccc21	100.5	5.3	105.4	8.0	1.6	-4.9	2.9	98.3
COc1cc(C(=O)Nc2ccccc2N2CCOCC2)ccc1OCc1c(C)noc1C	70.0	11.1	93.4	5.4	-9.6	4.2	-0.8	100.8
C=CCn1c(CNC(=O)c2ccco2)nnc1SCC(=O)N1c2ccccc2Sc2ccccc21	102.5	-0.3	105.6	-1.1	9.9	-3.0	-0.4	99.2
(listing goes on)
SMILES	MEP2-GFP yeast	procasp3 activ	LAP4 TOR yeast	procasp7 counter	ZTA counter	EBNA-1 inhibitor	AHR act	RPL19A-GFP yeast
Cc1ccc(OCC(=O)Nc2ccc3c(c2)C(=O)NC3=O)c(C)c1	102.0	2.7	100.8	-1.7	8.1	0.4	-1.1	100.6
COc1ccc(N2C(=NC(=O)C3CCCCC3)SC3CS(=O)(=O)CC32)cc1OC (stereo unspecified)	90.6	8.3	94.8	9.5	18.8	4.6	-1.1	94.8
Cc1ccc(/C=C/C2=NN(Cc3ccccc3)C(=O)CC2)cc1	112.8	5.2	105.1	6.5	-6.0	6.0	12.4	x
CCn1c(=O)n(CC)c2cc(NS(=O)(=O)c3ccccc3)ccc21	100.2	1.4	86.6	13.3	15.0	11.8	0.6	113.2
O=C(NCCN1C(=O)S/C(=C\c2ccc(OC(F)F)cc2)C1=O)c1cnccn1	93.2	-15.1	85.3	-3.0	2.9	0.2	2.1	93.9

Nothing new here: an excerpt of the list.
SMILES	MEP2-GFP yeast	procasp3 activ	LAP4 TOR yeast	procasp7 counter	ZTA counter	EBNA-1 inhibitor	AHR act	RPL19A-GFP yeast
Cc1ccc(OCC(=O)Nc2ccc3c(c2)C(=O)NC3=O)c(C)c1	102.0	2.7	100.8	-1.7	8.1	0.4	-1.1	100.6
COc1ccc(N2C(=NC(=O)C3CCCCC3)SC3CS(=O)(=O)CC32)cc1OC (stereo unspecified)	90.6	8.3	94.8	9.5	18.8	4.6	-1.1	94.8
Cc1ccc(/C=C/C2=NN(Cc3ccccc3)C(=O)CC2)cc1	112.8	5.2	105.1	6.5	-6.0	6.0	12.4	x
CCn1c(=O)n(CC)c2cc(NS(=O)(=O)c3ccccc3)ccc21	100.2	1.4	86.6	13.3	15.0	11.8	0.6	113.2
O=C(NCCN1C(=O)S/C(=C\c2ccc(OC(F)F)cc2)C1=O)c1cnccn1	93.2	-15.1	85.3	-3.0	2.9	0.2	2.1	93.9
